# From PubChem BioAssay
# CHT block: inhibitors of human choline transporter CHT. B-score at 10 µM. High affinity choline transporter 1 (Homo sapiens), Q9GZV3. 0.86% of 310,000 active. AID 488975, 2010. CHT-expressing cells, membrane potential dye, choline response; active compounds read low;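 active = B-score over 3 SD under the library average, and starting fluorescence ratio not unusually high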;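 note: choline stimulus applied at its EC90 after an EC20 pre-addition; B-score computed on integrated fluorescence ratio after choline addition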
# Target sequence (Q9GZV3 whole entry, looked up): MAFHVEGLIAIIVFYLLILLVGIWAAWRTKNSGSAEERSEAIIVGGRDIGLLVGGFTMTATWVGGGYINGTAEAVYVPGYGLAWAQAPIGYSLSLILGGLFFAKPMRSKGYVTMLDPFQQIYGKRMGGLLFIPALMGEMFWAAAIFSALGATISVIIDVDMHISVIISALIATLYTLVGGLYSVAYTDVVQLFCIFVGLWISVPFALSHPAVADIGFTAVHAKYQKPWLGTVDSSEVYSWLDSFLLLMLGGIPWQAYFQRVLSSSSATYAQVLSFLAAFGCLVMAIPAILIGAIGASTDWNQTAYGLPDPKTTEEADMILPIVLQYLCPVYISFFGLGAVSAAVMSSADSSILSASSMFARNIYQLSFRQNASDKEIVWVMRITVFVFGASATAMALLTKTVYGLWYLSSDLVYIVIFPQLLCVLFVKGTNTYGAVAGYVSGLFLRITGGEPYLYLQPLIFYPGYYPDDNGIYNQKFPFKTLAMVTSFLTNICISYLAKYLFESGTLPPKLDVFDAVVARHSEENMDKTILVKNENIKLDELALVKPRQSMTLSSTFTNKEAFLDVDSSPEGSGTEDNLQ
# KCNQ2 block: KCNQ2 potassium channel inhibitors, primary screen, cell-based, CHO-K1, FluxOR thallium flux, B-score (AID 2156). Potassium voltage-gated channel subfamily KQT member 2 (Rattus norvegicus), O88943. 20 min; active compounds read low. B-score at 10 µM. 1.1% of 310,000 active;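 active = fluorescence ratio B-score at most minus 3 library SDs, with starting brightness B-score within 2 library SDs, cut at about -5.5 in these data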
# Active calls of the source: *; i = inactive; nt = not tested or not shown.
Compound | CHT block | KCNQ2 block
CN(C)c1nnnn1-c1ccc(Oc2ccccc2)cc1 | i | i
CCN(CC)S(=O)(=O)c1cccc(C(=O)NC(C)C(c2cccs2)N2CCCC2)c1 (configuration not stated) | i | i
CCCCNCc1cc(Br)c(OCC(=O)NCc2ccccc2)c(OC)c1 | i | i
CN(C)CCOC(=O)c1ccc2c(c1)S(=O)(=O)c1ccccc1C2=O | i | i
CC(OC(=O)Cc1ccc(Cl)cc1)C(=O)NCCC1=CCCCC1 (configuration not stated) | i | i
COc1ccc(C(=O)NC(=S)Nc2ccc(Cl)c(C(=O)O)c2)cc1 | i | i
O=C1CCN(Cc2ccc(O)cc2)CCN1[C@H](CO)Cc1ccccc1 | i | i
COc1ccc(C2=CSC3=NCCN23)cc1F | i | nt
COc1cccc(CNC(=O)C2CCN(c3nnc(N4CCCC4=O)s3)CC2)c1 | i | i
COc1ccc(N2C(=O)CC(N3CCN(c4ccccc4OC)CC3)C2=O)cc1 (configuration not stated) | i | i
COc1ccc(N2CCN(C(=O)c3oc4ccccc4c3C)CC2)cc1 | i | i
O=C(CN1CCN(Cc2ccccc2)CC1)Nc1ccc2c(c1)CCC2 | i | i
CC(=O)CCN1CCOCC1 | i | i
Cc1c(C(=O)N2CCOCC2)oc2ccc(S(=O)(=O)N3CCCCCC3)cc12 | i | i
COc1cc(O)oc1C=Nc1ccc(Oc2ccccc2)cc1 | i | i

Compound | CHT block | KCNQ2 block
Cc1ccc(S(=O)(=O)/N=C(/NC(=S)Nc2c(C)n(C)n(-c3ccccc3)c2=O)c2ccccc2)cc1 | -6.4* | i
CC(=O)NC(CC(C)C)C(=O)NC(CO)C(=O)NC(CCC(=O)O)C(=O)NC(C)C(=O)NC(CC(C)C)C(N)=O (configuration not stated) | i | i
O=C(CCc1ccc(S(=O)(=O)N2CCOCC2)cc1)N1CCCC1 | i | i
O=C1c2ccccc2C(=O)N1CCCCN(C(=O)c1cc2ccccc2oc1=O)c1ccc(Cl)cc1 | i | i
C/C(=N\NS(C)(=O)=O)c1ccccc1 | i | i
Cc1ccc(C)c(S(=O)(=O)N2CCN(C(=O)Cn3[nH]c(=O)c4ccccc4c3=O)CC2)c1 | i | i
Cc1cc(C)cc(Nc2nc3c(S(=O)(=O)c4ccccc4)nnn3c3ccccc23)c1 | i | nt
CNC(=O)NC(=O)Cn1cnc2sc(-c3ccccc3)cc2c1=O | i | i
Cc1cccc(NC(=O)c2nc[nH]c2C(=O)N[C@@H](Cc2ccccc2)C(=O)OCc2ccccc2)c1 | i | i
CC(CNC(=O)c1ccc(OC2CCN(Cc3ccccn3)CC2)cc1)Oc1cccnc1 (configuration not stated) | i | i
CCOC(=O)c1c(NC(=O)CSc2nnc(-c3ccc(OC)cc3)o2)sc2c1CCC2 | i | i
COc1ccc(C(=O)NCCCOc2cccc(NC(C)=O)c2)cc1 | i | i
CC(C)c1cc(C(=O)N2CCCC(C(=O)c3ccc4ccccc4c3)C2)on1 (configuration not stated) | i | i
O=C(C(=O)N1CCN(c2ccc(F)cc2)CC1)N1CCCCC1 | i | i
Cc1cc(NS(=O)(=O)c2ccc(NC(=S)NCc3ccccc3)cc2)no1 | i | i

Compound | CHT block | KCNQ2 block
CCN(CC)Cc1c(O)ccc2occ(C(=O)c3ccc(OC)cc3)c12 | i | i
O=C(CSc1nc2ccccc2nc1N1CCCCC1)N1CCN(c2ccccc2)CC1 | i | -7.7*
COCCSc1ccccc1C(=O)N1CCN(c2ccccc2OC)CC1 | i | i
COc1ccc(CCNC(=O)c2cc(=O)c3ccc(C)cc3o2)cc1OC | i | i
CCOC(=O)Cn1nc(C)n(-c2c(C)cccc2C)c1=O | i | i
CCc1ccc(Nc2n[n+](-c3ccccc3)c(/C=C/c3ccccc3)s2)cc1 | i | i
Cc1ccc(NC(=S)NCc2ccccc2)c(C)c1 | i | i
COc1cc(C(=O)N/N=C(\c2ccccc2)c2ccccn2)cc(OC)c1OC | i | i
CC(C)c1nc2sc3c(NCc4ccco4)ncnc3c2c2c1COC(C)(C)C2 | i | i
CCOC(=O)CSc1cc(=O)n(CC)c2ccccc12 | i | i
COC(=O)c1[nH]c2cccc(Cl)c2c1NC(=O)CN1CCN(CCO)CC1 | i | i
CS(=O)(=O)N(CC(=O)Nc1ccccc1C(=O)N1CCOCC1)c1ccccc1 | i | i
CSc1ccccc1NC(=O)CN(C1CCCCC1)S(C)(=O)=O | i | i
COc1ccc(Nc2ncnc3sc(C)cc23)c(OC)c1 | i | i
Cc1ccc(NC(=O)C2CCCN2S(=O)(=O)c2ccc3c(c2)n(C)c(=O)c(=O)n3C)c(C)c1 (configuration not stated) | i | i

Compound | CHT block | KCNQ2 block
COc1ccc(/C(C)=N/OCC(=O)Nc2nc3ccccc3s2)cc1 | i | i
CCOC(=O)c1nn(-c2ccc(OC)cc2)c(=O)c2c(N)scc12 | i | i
CCCCn1c(N)c(N(CC(C)C)C(=O)c2cccc(-n3cnnn3)c2)c(=O)[nH]c1=O | i | i
COC(=O)c1ccccc1NC(=O)C1CCCN(S(C)(=O)=O)C1 (configuration not stated) | i | i
Cc1nn(C(C)C(=O)NCc2cccs2)c(C)c1[N+](=O)[O-] (configuration not stated) | i | i
COc1cccc(NC(=O)CN2CCC(C)CC2)c1 | i | i
O=C(NCCCNCc1ccccc1)/C(=N\O)c1ccccc1 | i | nt
Cc1ccc(CCNC(=O)c2nnn(-c3cc(C)cc(C)c3)c2N)cc1 | i | i
Cn1nc(C(=O)Oc2cc(=O)n(C)c3ccccc23)c2ccccc2c1=O | i | i
CC1=C(C(=O)NC2CCCc3c2cnn3-c2cccc(C)c2C)OCCO1 (configuration not stated) | i | i
Cc1ccc(-c2c[n+](CC(=O)Nc3cc(=O)n(C)c(=O)n3C)c3n2CCC3)cc1 | i | i
COc1ccc2c(c1)C(c1ccc(Cl)cc1)NC(=O)C2 (configuration not stated) | i | i
Cn1cc(CN(CCO)Cc2cccs2)c(-c2cccc(Cl)c2)n1 | i | i
O=C(CCSCCC(=O)NCC1CCCO1)NCC1CCCO1 (configuration not stated) | i | i
Cc1cccc(OCc2nnc(SCC(=O)Nc3sc(C)c(C)c3C#N)n2C)c1 | i | i

Compound | CHT block | KCNQ2 block
O=S(=O)(c1cnc[nH]1)N1CCN(C(c2ccc(F)cc2)c2ccc(F)cc2)CC1 | i | i
CC(C)CN1C(=O)C(=O)N(CC(=O)N2CCC(Cc3ccccc3)CC2)C1=O | i | i
N#CCc1ccc(NC(=O)Cn2c(=O)oc3ccccc32)cc1 | i | i
COc1ccc(-c2noc(=O)n2Cc2ccc(F)cc2Cl)cc1 | i | i
O=C(Nc1cc([N+](=O)[O-])ccc1N1CCCC1)c1ccco1 | i | i
Cc1cc(OC(C)C(=O)N2CCN(c3ccc(F)cc3)CC2)c2c(C)c(C)c(=O)oc2c1 (configuration not stated) | i | i
CCC(C)(C(=O)NC1CCCC1)N(Cc1cccs1)C(C)=O (configuration not stated) | i | i
Cc1ccc2c(C)c(C(=O)Nc3ccc(S(=O)(=O)Nc4onc(C)c4C)cc3)oc2c1 | i | i
O=S(=O)(c1ccc(Cl)c(C(F)(F)F)c1)N1CCN(CC(O)COCC2CCCO2)CC1 (configuration not stated) | i | i
Cc1cccc2nc(CSc3nc4ccc([N+](=O)[O-])cc4[nH]3)cn12 | i | i
COc1ccc(NS(=O)(=O)c2ccc(-n3nnc4ccccc43)c([N+](=O)[O-])c2)cc1 | i | i
CC(C)CN1C(=O)c2ccccc2C1(O)Cc1ccccc1 (configuration not stated) | i | i
O=C(CSc1nnc(CCCO)n1-c1ccccc1)Nc1nccs1 | i | i
CC1(C)CC(c2nc(-c3ccc(Cl)cc3)cs2)CCS1 (configuration not stated) | i | -6.4*
COC(=O)C(CO)NC(=O)C(C)NC(=O)CNC(=O)OCc1ccccc1 (configuration not stated) | i | i

canonical_smiles	CHT block	KCNQ2 block
CCOC(=O)C(NCc1ccccc1OC)(NC(=O)c1ccccc1)C(F)(F)F (configuration not stated)	i	i
COc1ccccc1CNS(=O)(=O)c1ccc(-c2cnc(C3CC3)o2)cc1	i	i
O=c1cc(N2CCc3ccccc3C2)[nH]c(=O)n1Cc1ccc(F)cc1	i	i
CC1CCN(C2CCN(S(=O)(=O)c3ccc(C(F)(F)F)cc3)CC2)CC1	i	i
O=Cc1ccc(N2N=C(c3ccccc3)CC2c2ccccc2)cc1 (configuration not stated)	i	i
Cc1cc(C)c(S(=O)(=O)NC2CC(C)(C)NC(C)(C)C2)cc1C	i	i
CC1(C)CC(=O)C(C=NCCN2CCN(CC(=O)Nc3ccc(F)cc3)CC2)=C(O)C1	i	i
COc1ccc(-c2cn[nH]c2C)cc1	i	i
Cc1ccc(NC(=O)c2ccccc2Cl)cc1-n1cnnn1	i	i
O=C(CC1(O)C(=O)Nc2ccccc21)c1ccccc1O (configuration not stated)	i	i
COCc1[nH]nc2c1C(c1sccc1C)C(C#N)=C(N)O2 (configuration not stated)	i	i
COC(=O)CC1C(=O)NCCN1C(=O)CSc1nnnn1-c1ccc(Cl)cc1 (configuration not stated)	i	i
COc1ccc(NC(=O)/C(C#N)=C/c2cc(C)n(-c3ccc(N4CCOCC4)c([N+](=O)[O-])c3)c2C)cc1	i	i
COc1ccc(N(C(=O)CNC(=O)c2ccco2)C(C(=O)NCC2CCCO2)c2ccccc2)cc1Cl (configuration not stated)	i	i
CC1=CC2=NC(=O)/C(=C\c3cccn3CCOc3cc(C)ccc3C)C(=N)N2O1	i	i

canonical_smiles	CHT block	KCNQ2 block
CCOc1ccccc1Cn1c(=O)oc2ccc(C)cc21	i	nt
O=S(=O)(c1ccccc1)c1cnn(-c2ccccc2)c1-c1ccc(Cl)cc1	i	i
O=S(=O)(NCc1ccc(F)cc1)c1ccc2c(c1)OCCO2	i	i
Cc1cc(Nc2ccc(F)cc2C)n2ncnc2n1	i	i
CCCOc1ccc(C(=O)NCCc2ccccc2)cc1	i	i
COc1ccc(NC(=O)/C(=C\c2cc(OC)c(OC)cc2[N+](=O)[O-])NC(=O)c2ccccc2)cc1	i	-7.2*
CCCN(Cc1ccccc1)C(=S)Nc1ccc(C(C)=O)cc1	i	i
CCOc1cccc(/C=C/c2cc(C(=O)O)c3ccccc3n2)c1OC	i	i
CCC(=O)N(Cc1cc(=O)[nH]c2ccccc12)c1ccccc1	i	i
CCOC(=O)C1C(CC)NC(=S)NC1(C)O (configuration not stated)	i	i
Cc1cc(-n2nc(C)cc2C)n2ncc(-c3ccccc3)c2n1	i	i
CCCCN1C(=O)CCC(C(=O)O)C1c1ccccc1 (configuration not stated)	i	i
COc1ccc(C)cc1N(CC(=O)N1CCCC1)S(=O)(=O)c1ccccc1	i	i
CCOc1ccccc1C(=O)NC(C(=O)OCC(=O)Nc1nnc(-c2ccccc2)o1)C(C)C (configuration not stated)	-5.7*	i
N#C/C(=C\c1ccc(OCc2ccc(C(=O)O)cc2)cc1)C(=O)NCc1ccccc1	i	i

# Random excerpt: 5 compounds from above, in no set order.
canonical_smiles	CHT block	KCNQ2 block
CCOc1cccc(/C=C/c2cc(C(=O)O)c3ccccc3n2)c1OC	i	i
CCOC(=O)C1C(CC)NC(=S)NC1(C)O (configuration not stated)	i	i
CCOc1ccccc1Cn1c(=O)oc2ccc(C)cc21	i	nt
Cc1cc(Nc2ccc(F)cc2C)n2ncnc2n1	i	i
Cc1cc(-n2nc(C)cc2C)n2ncc(-c3ccccc3)c2n1	i	i

# Continued:
canonical_smiles	CHT block	KCNQ2 block
Cc1ccc(CNC(=S)Nc2ccc(OC(F)F)cc2C)cc1	i	i
COc1ccccc1C1CCCN1Cc1nc(-c2cc3c(cc2Cl)OCO3)oc1C (configuration not stated)	i	i
COCCNC(=O)c1ccc(C2SCC(=O)N2CCc2ccccc2)cc1 (configuration not stated)	i	i
O=C(c1cc2ccccc2o1)c1nc2c(n1O)CCCCC2	i	i
CC(C)CCc1noc(CN2CCN(c3ccc(Cl)cn3)CC2)n1	i	i
COC(=O)/C=C/S(=O)(=O)c1ccc(NC(C)=O)cc1	i	i
c1ccc(CNc2ncnc3sc4c(c23)CCCC4)nc1	i	i
CC1(C)Cc2c(C#N)c(N)n(-c3ccccc3)c(=O)c2CO1	i	i
CSc1nc(-c2ccccc2)nc(N2CCOCC2)c1C(C)=O	i	i
Cc1ccc(C(=O)CSc2nnc(C)s2)cc1	i	i
COc1cccc(NC(=O)C2CCN(S(=O)(=O)c3ccc4[nH]c(=O)oc4c3)CC2)c1	i	i
COc1ccc(-c2cc3c(=O)n(CC(=O)NCc4ccc(F)cc4)ncn3n2)cc1	i	i
Cc1nc2c(-c3ccc(F)cc3)cnn2c(N)c1-c1ccccc1	i	i
CC(CN(C)Cc1ccccc1)OC(=O)C1COc2ccccc2O1 (configuration not stated)	i	i
Cc1ccccc1CSCCNC(=O)CN(c1ccc2c(c1)OCO2)S(C)(=O)=O	i	i

# Whole records as entered above. Screens in order: CHT block	KCNQ2 block
# CC(CN(C)Cc1ccccc1)OC(=O)C1COc2ccccc2O1 (configuration not stated) in the list: i	i
# CSc1nc(-c2ccccc2)nc(N2CCOCC2)c1C(C)=O in the list: i	i
# Cc1nc2c(-c3ccc(F)cc3)cnn2c(N)c1-c1ccccc1 in the list: i	i

# Other compounds follow:
canonical_smiles	CHT block	KCNQ2 block
O=C(NCCCn1ccnc1)c1c(F)cccc1F	i	i
COc1cc(N=c2ssnc2Cl)cc(OC)c1	i	i
COc1ccccc1OCc1ccc(C(=O)N2CCN3CCCC3C2)cc1 (configuration not stated)	i	i
O=C(NCc1ccncc1)c1ccc(NS(=O)(=O)c2cccc([N+](=O)[O-])c2)cc1	i	i
CCOc1ncccc1C(=O)OCC(=O)Nc1ncc(C(F)(F)F)cc1Cl	i	i

# Rows were taken by chance. About 1.9% of those tested had a hit in this group.
